# Source: PubChem
# Scp-1 inhibitor – inhibitors of human Scp-1 phosphatase; Recombinant Scp1, phosphopeptide, malachite green phosphate absorbance; inhibition, % at 20 µM; 340,000 compounds, 0.88% hits;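 active = inhibition above about 50% at 20 µM, limit read from the data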;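 note: plate controls were DMSO wells with enzyme for no effect and wells lacking enzyme for full effect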
#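 System: truncated SCP-1 phosphatase (76-261aa); medium: Tris acetate buffer pH 5.5 with MgCl2 and Tween-20; incubation: 45 min room-temperature reaction, 5 min colour, 30 min stabiliser; compound: single 20 µM dose, 1% DMSO; reagent: Phosphorylated 17-residue peptide substrate; read-out: % inhibition at 20 µM; technique: colorimetric free-phosphate detection, absorbance 630 nm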
# CSN deneddyl inh – blocks human CSN-mediated cullin deneddylation; Q92905; Purified CSN, SCF-Nedd8-OG deneddylation, fluorescence polarization; inhibition, % at 12.5 µM; 360,000 compounds, 0.38% hits; AID 651999;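 active = pattern-corrected inhibition above about 35%, with an unprinted fluorescence ratio check between 0.5 and 1.5, limit read from the data, passing the limit was not always enough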;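 note: 0% = enzyme with substrate and 100% = substrate without enzyme; some results filed as inactive read as strong as hits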
# Target sequence (Q92905 whole entry, looked up, one chain of several): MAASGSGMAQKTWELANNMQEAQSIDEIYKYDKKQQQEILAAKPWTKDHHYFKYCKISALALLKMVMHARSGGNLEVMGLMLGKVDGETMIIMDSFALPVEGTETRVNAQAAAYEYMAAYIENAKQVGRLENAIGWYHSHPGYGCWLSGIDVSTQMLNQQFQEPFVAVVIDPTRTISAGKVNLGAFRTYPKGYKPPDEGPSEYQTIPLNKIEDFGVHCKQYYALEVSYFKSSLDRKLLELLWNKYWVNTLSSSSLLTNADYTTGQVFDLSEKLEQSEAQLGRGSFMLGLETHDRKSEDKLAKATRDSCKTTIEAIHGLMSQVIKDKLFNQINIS
#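 Material: human Csn5 produced in HEK293T cells; Input: enzyme 0.24 nM; Reagent: SCFSkp2-Nedd8OG substrate at 10 nM final; Dosing: 12.5 µM compound; Incubation: 90 min reaction at room temperature; Detection: fluorescence polarization of the substrate; Evaluation: % inhibition of substrate cleavage by Csn5; Control set: substrate-only high control, full reaction low control.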
# DNMT1 block – blocks human DNA methyltransferase DNMT1 | inhibition (reported as % activation of signal), % at 10 µM | DNMT1 molecular beacon, Hinp1I cleavage, fluorescence | 360,000 compounds, 0.83% hits | AID 588458; in the data active = inhibition above about 50%
# STEP block – blocks human striatal-enriched tyrosine phosphatase | inhibition, % at 20 µM | recombinant STEP, OMFP fluorogenic substrate, fluorescence | 360,000 compounds, 0.25% hits;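 active = inhibition at 20 µM, scaled per plate between control wells, above about 37%, limit read from the data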;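 note: 0% = DMSO with enzyme and substrate and 100% = substrate only without enzyme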
# Target sequence (P54829 whole entry, looked up): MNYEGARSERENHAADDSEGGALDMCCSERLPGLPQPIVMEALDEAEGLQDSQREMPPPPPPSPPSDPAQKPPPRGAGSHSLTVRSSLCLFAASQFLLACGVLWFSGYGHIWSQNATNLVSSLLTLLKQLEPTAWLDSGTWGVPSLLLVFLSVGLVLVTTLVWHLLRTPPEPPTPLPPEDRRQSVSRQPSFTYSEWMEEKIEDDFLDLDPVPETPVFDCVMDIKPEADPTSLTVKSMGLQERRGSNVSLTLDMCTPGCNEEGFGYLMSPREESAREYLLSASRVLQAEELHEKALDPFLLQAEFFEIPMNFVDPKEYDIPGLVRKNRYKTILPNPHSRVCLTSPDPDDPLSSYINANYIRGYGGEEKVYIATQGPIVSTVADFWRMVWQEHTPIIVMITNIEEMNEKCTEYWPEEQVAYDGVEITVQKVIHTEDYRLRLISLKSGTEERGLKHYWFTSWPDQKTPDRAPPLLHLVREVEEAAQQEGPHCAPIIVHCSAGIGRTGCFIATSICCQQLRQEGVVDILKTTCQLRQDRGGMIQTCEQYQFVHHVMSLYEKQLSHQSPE
#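 Measure: Control-normalized % inhibition with plate pattern correction | Test system: STEP phosphatase, cell-free reaction | Medium: pH 6.0 Bis-Tris with DTT and Tween 20 | Technique: Fluorescence, 480/540 nm | Times: Reaction 20 min, ambient temperature | Doses: Single compound dose of 20 µM, 1% DMSO final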
# Neddyl block – inhibitors of human cullin neddylation; P61081+Q13564; TR-FRET cullin neddylation, biochemical; calls only at 25 µM; 360,000 compounds, 0.58% hits; AID 651699; in the data active = inhibition above about 36%
# Rpn11 block – inhibitors of human proteasome Rpn11. O00487. human 26S proteasome, Ub4-pepOG fluorescence polarization; 20S core pre-blocked with epoxomicin. calls only at 20 µM. 360,000 compounds, 0.59% hits. AID 588493;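 active = inhibition at 20 µM, scaled to each plate's controls, above about 33%, limit read from the data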
# Rin1-Abl PPI inh – inhibitors of human Rin1-Abl protein interaction; P00519+Q13671; TR-FRET Rin1/Abl binding, biochemical; inhibition, % at 7.35 µM; 360,000 compounds, 0.4% hits; in the data active = inhibition above about 5%, passing the limit was not always enough
# NadD block – inhibitors of Staphylococcus aureus NadD; purified NadD enzyme, colorimetric absorbance read-out; inhibition, % at 20 µM; 360,000 compounds, 0.78% hits; in the data active = inhibition above about 26%; note: some compounds past the cut are filed as inactive
# LMPTP block – blocks human LMPTP phosphatase; inhibition, % at 20 µM; 360,000 compounds, 0.22% hits; recombinant LMPTP-A, OMFP fluorogenic substrate, fluorescence intensity; P24666;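 active = compounds that cut the enzyme signal by at least half of the control window in the single-dose screen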;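 note: plate controls were DMSO wells with enzyme plus substrate for no effect and substrate without enzyme for full effect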
# Target sequence (P24666 whole entry, looked up): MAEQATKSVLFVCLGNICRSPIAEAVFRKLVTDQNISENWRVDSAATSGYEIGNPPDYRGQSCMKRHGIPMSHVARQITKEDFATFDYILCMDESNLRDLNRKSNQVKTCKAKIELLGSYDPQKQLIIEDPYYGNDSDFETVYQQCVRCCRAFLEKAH
#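 Material: LMPTP-A; amount: 0.625 nM enzyme; doses: single 20 µM dose; times: reaction 50 min, room temperature, dark; technique: fluorescence intensity of OMFP turnover product; benchmarks: no-enzyme and uninhibited controls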
# SUMO1 PPI mod – modulators of human SUMO1-mediated protein-protein interactions; P63165; 360,000 compounds, 0.33% hits; inhibition, % at 20 µM; SUMO1 binding to a labelled peptide, TR-FRET, 1 h; AID 602429; in the data active = inhibition above about 37%
# Starred values were filed as active, the others as inactive; i = inactive; · = not tested or not shown; + = active, no number.
SMILES,Scp-1 inhibitor,CSN deneddyl inh,DNMT1 block,STEP block,Neddyl block,Rpn11 block,Rin1-Abl PPI inh,NadD block,LMPTP block,SUMO1 PPI mod
COc1cccc(N2CC(O)Cn3c2nc2c3c(=O)[nH]c(=O)n2C)c1 (centres undefined),3,-3,-1,0,i,i,-4,-2,-1.2,2
O=S(=O)(c1ccc(Cl)cc1)c1nc(-c2ccco2)oc1N1CCOCC1,-10,-2,0,0,i,i,-3,-4,-0.4,-1
COCCNC(=O)C(=O)NNC(=O)CCc1ccccc1,-5,1,-4,1,i,i,1,-6,0.1,2
COC1(OC)N=C(N)C2(C#N)C(c3ccccc3)NC(C)=CC12C#N (centres undefined),0,-1,-4,2,·,i,0,-2,-2.2,5
N#CCCCC#Cc1ccc2c(c1)COc1c3ccccc3nn1-2,-2,-5,-1,2,i,i,-1,-5,1.9,-16
COc1ccc(OC)c(N/C(C)=C/C(=O)c2ccc(C)o2)c1,-8,-2,-12,0,i,i,-1,2,0.2,-2
CC1CC(C)CN(C(=O)c2ccc3c(c2)N(Cc2ccccc2)CCS3)C1 (centres undefined),79*,-3,-2,2,i,i,-3,-1,4.7,2
C=C(C)c1cccc(C(C)(C)NC(=O)NCc2ccc(OC)c(OC)c2)c1,-3,-13,-4,0,i,i,3,-7,-0.9,-1
O=C(NCCS(=O)(=O)NCc1ccccc1)c1ccccc1,1,-1,1,4,i,i,2,0,0.4,3
Cc1ccc(N2CN=C(c3ccccc3)NC2=S)cc1,-3,4,0,3,i,i,-4,-1,0.0,-1
COc1ccc(-c2nc(CS(=O)CC(=O)NCCCN3CC(C)CC(C)C3)c(C)o2)cc1OC (centres undefined),-7,-2,1,2,i,i,0,-6,0.9,2
CCCS(=O)(=O)N1CCN=C1SCc1cccc(F)c1,0,0,1,0,i,i,4,0,-0.9,3
COCCN(C(=O)COC(=O)C(C)(C)Oc1ccc(Cl)cc1)c1c(N)n(Cc2ccccc2)c(=O)[nH]c1=O,1,-1,1,-2,i,i,0,-1,-0.1,-1
C=CCn1c(COc2ccccc2-c2ccccc2)nnc1SCC(=O)NC(=O)NCc1ccco1,1,-3,2,1,i,i,-2,3,1.7,0
CC1CCC(NC(=O)CCS(=O)(=O)c2ccc3c(c2)NC(=O)CS3)CC1 (centres undefined),-4,7,2,2,i,i,-1,-1,0.7,6
Cc1ccc(N2C(S)=C(C#N)C(=O)NC2c2ccco2)cc1 (centres undefined),-12,-5,-1,0,i,i,-5,-1,-0.8,3
CCC1C(=O)NCCN1C(=O)CCc1nnc(CCc2ccc(OC)cc2)o1 (centres undefined),-6,-6,0,-2,i,i,2,-6,-1.5,4
COc1ccc(-c2nc3ccccc3c(=O)n2CCOc2cccc(C)c2C)cc1,27,2,5,2,i,i,4,9,1.2,1
Cc1c(C(=O)NCCSCc2cccc(C(F)(F)F)c2)cnn1-c1ccc(Cl)cc1,-18,6,1,0,i,i,3,-1,4.3,0
CC1=CC(C)(C)NC(=S)N1NC(=O)c1ccccc1Cl,-4,1,1,0,i,i,-5,-8,-2.4,7
COc1ccc(OCCCC(=O)N(C)CC(=O)Nc2ccccc2Cl)cc1,-3,2,-1,-2,i,i,-2,-7,0.4,1
COc1ccc(C(=O)Nc2ccc(N3CCN(C(=O)c4ccccc4)CC3)cc2)cc1[N+](=O)[O-],-2,8,-17,-5,i,i,0,-3,1.3,-21
COc1ccc(NC(=O)Nc2nc(C(N)CC(C)C)cs2)cc1 (centres undefined),·,3,0,2,i,i,2,-4,-1.8,-3
Cc1ccc(C(=O)NCCc2nnc3ccc(SCC(=O)N4CCCCC4)nn23)cc1,-4,1,4,-1,i,i,8,0,-1.7,-3
CC(C)CC(=O)Nc1ccc2ccccc2c1,-9,10,-1,4,i,i,-5,-3,-2.0,-4

# As entered above.
# Reading of CCC1C(=O)NCCN1C(=O)CCc1nnc(CCc2ccc(OC)cc2)o1 (centres undefined) in CSN deneddyl inh: -6
# Reading of COCCNC(=O)C(=O)NNC(=O)CCc1ccccc1 in Scp-1 inhibitor: -5
# Reading of C=C(C)c1cccc(C(C)(C)NC(=O)NCc2ccc(OC)c(OC)c2)c1 in Scp-1 inhibitor: -3
# Reading of C=CCn1c(COc2ccccc2-c2ccccc2)nnc1SCC(=O)NC(=O)NCc1ccco1 in Rin1-Abl PPI inh: -2
# Reading of CC1=CC(C)(C)NC(=S)N1NC(=O)c1ccccc1Cl in CSN deneddyl inh: 1

# Going on with the list:
SMILES,Scp-1 inhibitor,CSN deneddyl inh,DNMT1 block,STEP block,Neddyl block,Rpn11 block,Rin1-Abl PPI inh,NadD block,LMPTP block,SUMO1 PPI mod
Cc1cc(C)n(C(C)n2nc(C)cc2C)n1,-6,-4,0,4,i,i,2,12,-1.3,-2
CC1CCN(c2nc3ccccc3n2CC(=O)c2ccccc2)CC1,-6,0,0,-4,i,i,2,-4,1.7,3
CN=C(Nc1cc(Cl)ccc1Cl)SC1CC(=O)N(c2ccc(C(=O)OC)cc2)C1=O (centres undefined),-20,-2,-8,-17,i,i,0,-7,3.1,0
O=C(NN1C(=O)/C(=C/c2cccs2)SC1=S)c1cccnc1,-5,3,-2,3,i,+,-5,1,2.2,-7
C/C(=N\NC(=O)c1ccc([N+](=O)[O-])cc1)c1cccc([N+](=O)[O-])c1,9,-15,5,-1,i,i,1,0,2.5,-16
Cc1cccc(C)c1NC(=O)CN(C)c1ccc(C(F)(F)F)cn1,-4,3,1,-2,i,i,-2,0,-0.2,-3
COc1ccc(-c2csc(NC(=O)CSCc3c(C)noc3C)n2)c(OC)c1,-5,-3,-15,-2,i,i,6,-6,1.2,5
Cc1cc(Cl)ccc1NC(=O)COC(=O)CCNS(=O)(=O)c1ccccc1,-10,3,-2,0,i,i,1,-8,0.4,-3
CCN(CC)S(=O)(=O)c1cccc(NC(=O)c2ccccc2Br)c1,1,-7,0,0,i,i,-1,-1,1.8,-1
N#Cc1ccccc1CSc1nnc(-c2ccncc2)o1,10,-1,1,0,i,i,-2,-5,-2.5,1
CC(C)CN(C(=O)C1CCCO1)c1c(N)n(CC(C)C)c(=O)[nH]c1=O (centres undefined),4,-1,4,-2,i,i,0,-3,-0.8,7
CCN1CCc2c(sc(NC(=O)c3ccc(S(=O)(=O)N4CCOCC4)cc3)c2C(=O)OC)C1,19,2,1,2,i,i,-2,-5,0.1,-10
O=C(CCN=C1NS(=O)(=O)c2ccccc21)OCc1cccc(Cl)c1,-2,-4,8,-3,i,i,6,-2,-0.9,-1
O=C(c1ccc2ccccc2c1)C1CCCN(C(=O)c2cnccn2)C1 (centres undefined),-7,-8,-2,-2,i,i,-4,-4,-0.8,-15
CC1=CN2C(=N)/C(=C/c3ccc(Sc4ccc(C)cc4)o3)C(=O)N=C2S1,9,-6,3,1,i,+,1,11,4.0,-12
O=S(=O)(NCCc1ccc(F)cc1)c1ccc(F)cc1Br,-1,3,-1,-3,i,i,-2,-2,0.6,5
Cn1c(=O)c2c(nc(CN3CCN(C(=O)c4ccco4)CC3)n2Cc2ccc(F)cc2)n(C)c1=O,-7,-2,-4,-4,i,i,-2,0,-2.5,4
CCCc1nn2c(=O)cc(COc3ccc(NC(=O)c4ccco4)cc3)nc2s1,-7,3,-2,-1,i,i,-4,2,-0.4,66*
COc1cccc(-c2nc(-c3ccc(NC(=O)Cc4ccccc4OC)cc3)no2)c1,-18,1,-15,-2,i,i,-3,-8,4.5,2
CCOC(=O)c1ccc(NC(=O)N2CC(C)OC(C)C2)cc1 (centres undefined),-6,5,3,21,i,i,0,-6,-1.1,-5
CCC(=O)N1CCc2cc(S(=O)(=O)CCC(=O)N3CCc4ccccc4C3)ccc21,-5,-2,-4,-6,i,i,0,-3,-1.4,3
CCCC(=O)O/N=C(\c1ccccc1)c1ccncc1,-4,-1,-1,-1,i,i,1,-4,-2.4,2
Nc1nc(N)c(N=Nc2ccc(C(=O)O)cc2)c(N)n1,38,4,3,10,i,i,-3,-5,11,-25
C=CCC(O)(CC=C)CNC(=O)c1ccc(OC)c(OC2CCN(C(C)=O)CC2)c1,4,8,0,0,i,i,-1,3,-1.6,2
CCOc1cc2[nH]c(=S)n(Cc3ccc(C(=O)NCCCOC)cc3)c(=O)c2cc1OCC,-4,-2,-11,0,i,i,0,-4,-2.0,-5
Cn1nnnc1SCC(=O)Nc1ccccc1C(N)=O,-6,-6,0,0,i,i,0,1,0.5,-2
COC(=O)Cc1ccc(NC(=O)c2ccc3c(c2)C(=O)N(Cc2cccnc2)C3=O)cc1,-2,1,0,4,i,i,0,-2,1.4,-27
Cc1c(C)c(C)c(C(=O)CCc2cccc(NC(=O)CCC(=O)O)c2)c(C)c1C,-7,-3,-2,0,i,i,0,-7,-0.4,-1
COc1cccc(NC(=O)COc2ccc(C(=S)N3CCN(C)CC3)cc2OC)c1,-5,3,0,1,i,i,1,-1,-0.7,6

# Only NadD block, DNMT1 block and LMPTP block, for 2 of the compounds above:
Molecule	NadD block	DNMT1 block	LMPTP block
COC(=O)Cc1ccc(NC(=O)c2ccc3c(c2)C(=O)N(Cc2cccnc2)C3=O)cc1	-2	0	1.4
Cc1c(C)c(C)c(C(=O)CCc2cccc(NC(=O)CCC(=O)O)c2)c(C)c1C	-7	-2	-0.4

# Some of these compounds in order of their number in DNMT1 block, smallest number first:
structure | Scp-1 inhibitor | CSN deneddyl inh | DNMT1 block | Neddyl block | Rpn11 block | Rin1-Abl PPI inh | NadD block | LMPTP block | SUMO1 PPI mod
CCOc1cc2[nH]c(=S)n(Cc3ccc(C(=O)NCCCOC)cc3)c(=O)c2cc1OCC | -4 | -2 | -11 | i | i | 0 | -4 | -2.0 | -5
Cn1c(=O)c2c(nc(CN3CCN(C(=O)c4ccco4)CC3)n2Cc2ccc(F)cc2)n(C)c1=O | -7 | -2 | -4 | i | i | -2 | 0 | -2.5 | 4
O=C(NN1C(=O)/C(=C/c2cccs2)SC1=S)c1cccnc1 | -5 | 3 | -2 | i | + | -5 | 1 | 2.2 | -7
CCCC(=O)O/N=C(\c1ccccc1)c1ccncc1 | -4 | -1 | -1 | i | i | 1 | -4 | -2.4 | 2
Cn1nnnc1SCC(=O)Nc1ccccc1C(N)=O | -6 | -6 | 0 | i | i | 0 | 1 | 0.5 | -2
N#Cc1ccccc1CSc1nnc(-c2ccncc2)o1 | 10 | -1 | 1 | i | i | -2 | -5 | -2.5 | 1
CCOC(=O)c1ccc(NC(=O)N2CC(C)OC(C)C2)cc1 (centres undefined) | -6 | 5 | 3 | i | i | 0 | -6 | -1.1 | -5
